PMI inhibitors – MPI enzyme activity inhibition – biochemical, fluorescence intensity, coupled assay, primary screen (AID 1209) | purified PMI enzyme, coupled fluorescence intensity; higher % means a stronger effect | one-dose inhibition, % at 20 µM; IC50 in µM for titrated hits | actives 0.42% (n = 190,000);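 also: plate controls were DMSO vehicle for no effect and wells lacking substrate for full effect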
West Nile antiviral – inhibition of WNV-induced cytopathic effect – cell-based, CPE readout (AID 1621) | one-dose CPE inhibition, % at 10 µM; IC50 in µM for titrated hits | West Nile virus-infected cells, CPE inhibition; higher % means a stronger effect | actives 0.02% (n = 290,000); in the data active = a potency from the dose series; inconclusive = CPE inhibition mostly from about 3.7% at the one dose, without a potency; inactive = the rest, 99 in 100 with CPE inhibition below about 2.2%; also: strong numbers were not always called active
Insulin prom up – MIN6 insulin promoter up-regulation. actives 0.3% (n = 190,000). z-score at 5 µM. AID 1625. MIN6 insulin promoter-GFP reporter, high-content imaging; stronger effect = higher value;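 active = z-score above 3 at 5 µM with at least 500 cells counted in the well; inconclusive = wells under 500 cells, flagged as cytotoxic or low count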
CSM14.1 death rescue – protection against thapsigargin-triggered cell killing – 384-well, CSM14.1, ATP luminescence, primary screen (AID 1222). CSM14.1 thapsigargin-induced death rescue, ATP luminescence; higher % means a stronger effect. one-dose cellular ATP content (survival), % at 20 µM; EC50 in µM for titrated hits. 190,000 tested, under 10 active;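 active = EC50 below 50 µM in the dose-response confirmation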;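 also: death triggered by thapsigargin at about 15 µM added after 2 h compound pretreatment; cell ATP read after overnight thapsigargin exposure of roughly 18 to 22 hours; normalized against plate controls of thapsigargin alone and 5% DMSO vehicle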
PhoP inhibition – PhoP-dependent GFP reporter repression – Salmonella Typhimurium, primary screen (AID 1863); one-dose inhibition, % at 50 µM; IC50 in µM for titrated hits; actives 0.16% (n = 300,000); S. Typhimurium PhoP-regulated promoter GFP reporter, 4 h; higher % means a stronger effect;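 active = inhibition over 29.93%, a cutoff 3 SD above the screen mean, later confirmed by dose response; inconclusive = inhibition over 29.93% but no dose response follow-up; inactive = inhibition at most 29.93% or unconfirmed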;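 also: 0% = low Mg2+ inducing control and 100% = high Mg2+ repressing control; strong numbers were not always called active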
TNAP activators – stimulation of alkaline phosphatase TNAP activity – biochemical, luminescent, no phosphate acceptor, uHTS, primary screen (AID 1001) | purified TNAP, luminescent activation assay, no phosphate acceptor; higher activation fold means a stronger effect | one-dose activation fold at 20 µM; EC50 in µM for titrated hits | actives 0.03% (n = 200,000); in the data active = activation fold from about 3, or a potency from the dose series; inactive = the rest, 99 in 100 with activation fold below about 1.6; also: many of its hits are not listed in these tables
PMI inhibition – human PMI inhibitors, high substrate, primary screen, biochemical, fluorescence intensity, high mannose 6-phosphate (AID 1220); recombinant PMI enzyme, coupled fluorescence intensity; higher % means a stronger effect; inhibition, % at 20 µM, or IC50 in µM where a hit was titrated; actives 0.66% (n = 190,000)
Large T inhibition – SV40 large T antigen inhibitors, biochemical (AID 1903); SV40 large T antigen ATPase/helicase inhibition assay; higher % means a stronger effect; inhibition, % at 20 µM, or IC50 in µM where a hit was titrated; actives 0.39% (n = 310,000); in the data active = a potency from the dose series; inconclusive = inhibition mostly from about 32% at the one dose, without a potency; inactive = the rest, 99 in 100 with inhibition below about 32%; also: strong numbers were not always called active
RSV antiviral HEp-2 – RSV antiviral activity via CPE protection, HEp-2 cells, primary 10 µM value included (AID 2391) | actives 0.13% (n = 310,000) | HEp-2 cells, RSV-induced CPE inhibition; higher % means a stronger effect | one-dose CPE inhibition, % at 10 µM; IC50 in µM for titrated hits; in the data active = a potency from the dose series; inconclusive = CPE inhibition mostly from about 23% at the one dose, without a potency; inactive = the rest, 99 in 100 with CPE inhibition below about 21%; also: strong numbers were not always called active
Insulin prom up cell count – also measured in Insulin prom up; calls as there; cell count; measured here: cytotoxicity, nuclei count;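 total cells summed across four imaged fields per well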
* = called active by the depositor; ? = inconclusive; / = not tested or not shown. Rule as the data show it, unless noted: active = inhibition above about 50%; inactive = the rest. Rows are unselected; overall some 1.5% were active at least once.

SMILES	PMI inhibitors	West Nile antiviral	Insulin prom up	Insulin prom up cell count	CSM14.1 death rescue	PhoP inhibition	TNAP activators	PMI inhibition	Large T inhibition	RSV antiviral HEp-2
COc1ccccc1Cc1nc2ccccc2n1S(=O)(=O)c1ccc(Cl)cc1	-13%	-1.1%	-0.47	1206	-0.8%	-11%	0.9	-4%	7%	8.5%
Cc1cc(SCC(=O)NCCN2C(=O)CSC2=O)nc2c(C)cccc12	3%	-0.7%	-0.93	1177	-1.9%	13%	1.1	-12%	5%	1.2%
CC(C)c1ccc(C(=O)Nc2ccc(N3CCOCC3)cc2)cc1	6%	-1.1%	-0.06	1109	-4.0%	9%	1	11%	5%	17%
CCCN1CCc2c(sc(NC(=O)c3ccc(S(=O)(=O)N4CCCC4)cc3)c2C(N)=O)C1	/	0.5%	/	/	/	-5%	/	/	8%	0.2%
O=C(NNc1ccc([N+](=O)[O-])cc1)Nc1ccccc1	/	0.1%	/	/	/	4%	/	/	6%	2.1%
CCn1c(SCC(=O)NC(C)(C)C)nnc1-c1ccoc1C	-1%	-0.4%	/	/	-1.3%	2%	1.1	-3%	3%	1.4%
CC(C)=CC(=O)N1CCC(n2nccc2NC(=O)CCc2ccccc2)CC1	/	-0.1%	/	/	/	0%	/	/	6%	7.5%
CCN(CC)CC(=O)Nc1c(C)cc(C(C)(C)C)cc1C	-2%	0.1%	0.27	824	0.2%	3%	1.1	-6%	24%	0.5%
CCOc1cc(C2C3=C(CCCC3=O)N(CC(=O)O)C3=C2C(=O)CCC3)ccc1OC	/	0.3%	/	/	/	-4%	/	/	10%	-0.3%
O=C(N/N=C/C1CC=CCC1)c1ccc(Cl)cc1O (stereo not given)	-1%	0.5%	0.15	1292	-1.0%	34%	1.1	-9%	1%	3.7%
COc1ccc(-c2nnc(SCC(=O)Nc3cc(F)ccc3C)o2)cc1	-1%	0.0%	0.65	870	-1.2%	15%	1.2	-11%	5%	2.4%
O=C(COc1ccc2c3c(c(=O)oc2c1)CCCC3)NCc1ccncc1	/	-0.4%	/	/	/	1%	/	/	-3%	1.5%
COCCNC(=O)CN1C(=O)COc2ccc(S(=O)(=O)N3CCCCCC3)cc21	/	0.0%	/	/	/	-8%	/	/	1%	0.9%
Cc1ccc(N2CC(C(=O)Nc3ccc4c(c3)OCO4)CC2=O)cc1 (stereo not given)	4%	0.2%	0.07	1540	0.4%	-2%	1.1	-1%	-1%	1.6%
Cc1oc(/C=N/NC(=O)CC2(C)OCCO2)cc1Br	-28%	-0.5%	0.86	1304	-5.4%	-9%	1	-11%	26%	1.3%
O=C(Cn1cnc2c(nnn2Cc2ccc(Cl)cc2)c1=O)NCC1CCCO1 (stereo not given)	8%	-0.2%	-0.18	1227	/	2%	1.1	10%	0%	1.1%
CCCc1ccc(OCC(O)CN2CCCC2)cc1 (stereo not given)	/	-1.1%	/	/	/	6%	/	/	1%	-1.7%
COc1ccc(CC(=O)OCC(=O)Nc2ccc(N3CCOCC3)cc2)cc1	/	0.8%	-0.08	1343	/	-6%	/	/	11%	3.3%
Cc1cc(C)cc(Nc2nc(-c3ccc(S(=O)(=O)N4CCCC4)cc3)cs2)c1	15%	-1.0%	-0.44	1129	0.8%	-6%	1	-5%	15%	0.2%
O=C(NC1CCCCC1)n1c(=O)oc2ccc(Cl)cc21	14%	0.5%	-0.34	1219	-0.4%	32%	0.6	14%	0%	11%
CC(C)c1ccc(C2C(C#N)=C(N)Oc3c2oc(CO)cc3=O)cc1 (stereo not given)	1%	0.3%	-1.2	1367	-0.1%	-10%	1.1	6%	5%	7.7%
CC(=O)Nc1nc(-c2ccc3c(c2)CCN3S(C)(=O)=O)cs1	0%	-0.8%	-0.06	1421	-1.0%	14%	1.1	12%	3%	2.0%
Fc1ccc(/C=N/NC(=S)NCCc2ccccc2)cc1F	/	-0.6%	/	/	/	-1%	/	/	9%	1.3%
N/C(CC(=O)Nc1ccc(F)cc1)=N\O	16%	0.2%	2.4	1689	-1.7%	-3%	1.1	1%	-2%	0.2%
Cn1c(SCC(=O)NNC(=O)Cc2ccccc2)nnc1-c1ccc(Cl)cc1	8%	-0.1%	-3.5	581	-1.8%	-7%	2.3	2%	17%	3.2%
COc1ccc(NC(=O)CN2C(=O)c3cccc4cccc2c34)cc1OC	20%	-0.8%	/	/	6.5%	4%	1.1	13%	14%	0.6%
O=C1C(=O)c2ccccc2C(O)=C1CCCCl	/	0.6%	-0.19	1238	/	-2%	/	/	7%	1.9%
CCOC(=O)c1cnc2c(C)c(Cl)ccc2c1NCCCN1CCOCC1	/	0.4%	/	/	/	-1%	/	/	9%	-1.2%
CC1(C)CC(=O)c2cc(C(=O)N3CCCC(C)(C)C3)c(=O)n(-c3ccccc3)c2C1	-7%	0.1%	?	/	1.6%	1%	1	-6%	13%	1.1%
O=C(Nc1nnc(C2CC2)s1)c1ccccn1	22%	?	0.56	1274	-3.2%	15%	1.7	34%	7%	2.5%
O=C(Nc1cccc([N+](=O)[O-])c1)c1cccc(C(=O)Nc2cccc([N+](=O)[O-])c2)c1	/	-0.9%	0.42	1241	/	2%	/	/	3%	0.9%
O=C(NCC(=O)N(c1cccc(F)c1)C(C(=O)NC1CCCC1)c1ccco1)c1ccco1 (stereo not given)	1%	-0.2%	-0.36	1307	1.2%	1%	1.2	0%	17%	0.6%
CCc1noc(C)c1C(=O)N1CCCC(CCC(=O)NCc2cccc(OC)c2)C1 (stereo not given)	3%	-0.4%	0.42	1315	0.9%	3%	1.1	-2%	1%	0.6%
COc1cc(NC(=O)C2CC2)c(C(=O)O)cc1OC	0%	-0.2%	0.98	1296	2.3%	-16%	1	6%	7%	1.2%
CC(=O)Nc1ccc(S(=O)(=O)Nc2nc3ccccc3nc2Nc2ccc(N)cc2)cc1	/	-0.1%	0.39	1030	/	0%	/	/	18µM*	-0.2%
O=C(Nc1ccccc1)N1CCC(c2ccccc2)C1 (stereo not given)	0%	0.0%	-0.82	1533	-2.9%	0%	1.1	0%	0%	5.3%
Cc1cc(C)c(S(=O)(=O)N2CCN(C(=O)c3ccc4c(c3)OCO4)CC2)c(C)c1	/	-0.7%	/	/	/	3%	/	/	0%	9.8%
CC(C)(C)NC(=O)CN(Cc1ccc2c(c1)OCO2)C(=O)CNS(=O)(=O)c1ccc(F)cc1	/	-0.3%	/	/	/	-3%	/	/	3%	0.7%
Cc1cccc2cc(CN(Cc3ccc(F)cc3)C(=O)N3CCOCC3)c(=O)[nH]c12	-2%	-0.4%	/	/	-1.3%	-4%	1	4%	-10%	1.7%
O=C(N/N=C/c1cc([N+](=O)[O-])ccc1O)Nc1ccccc1	/	-0.2%	/	/	0.2%	-16%	1	/	-12%	-0.4%
Cc1nnc(NC(=O)c2ccccc2F)s1	12%	0.2%	-0.88	1291	/	18%	1.1	11%	-4%	0.4%
O=C(CSc1nc2ccccc2c(=O)n1Cc1ccccc1)NCc1ccco1	8%	0.1%	0.82	1427	1.4%	8%	1.1	8%	1%	0.3%
Cc1nc(SCC(=O)c2cccc([N+](=O)[O-])c2)n[nH]1	19%	0.3%	0.53	1856	-2.2%	1%	1	7%	27%	1.9%
O=C(NCC1CCCO1)c1ccc(CSCc2cccc(F)c2)o1 (stereo not given)	3%	0.2%	0.06	1241	-0.8%	1%	1.1	-1%	9%	3.8%
COc1ccc(CCNc2c3ccccc3nc3ccccc23)cc1OC	/	-0.2%	-1.5	960	/	6%	/	/	12%	/
CCC(=O)Nc1ccc(NC(=O)CSc2nnc(C(C)C)n2C)cc1	7%	0.0%	/	/	0.1%	-3%	1.1	6%	3%	0.7%
Cc1cc(C)cc(SCc2noc(C(=O)NC(C)C)c2C(=O)O)c1	3%	-0.1%	-0.38	1636	4.3%	-14%	1.1	2%	4%	22%
CCOC(=O)Cc1nn(Cc2nc(-c3ccc(C)cc3)cs2)c(=O)c2ccccc12	/	-0.9%	0.52	1367	/	-6%	/	/	4%	11%

Filtered by structure, those above with an NH in an aromatic ring (two)
SMILES	PMI inhibitors	West Nile antiviral	Insulin prom up	Insulin prom up cell count	CSM14.1 death rescue	PhoP inhibition	TNAP activators	PMI inhibition	Large T inhibition	RSV antiviral HEp-2
Cc1cccc2cc(CN(Cc3ccc(F)cc3)C(=O)N3CCOCC3)c(=O)[nH]c12	-2%	-0.4%	/	/	-1.3%	-4%	1	4%	-10%	1.7%
Cc1nc(SCC(=O)c2cccc([N+](=O)[O-])c2)n[nH]1	19%	0.3%	0.53	1856	-2.2%	1%	1	7%	27%	1.9%

Additional entries
SMILES	PMI inhibitors	West Nile antiviral	Insulin prom up	Insulin prom up cell count	CSM14.1 death rescue	PhoP inhibition	TNAP activators	PMI inhibition	Large T inhibition	RSV antiviral HEp-2
Cc1cc(NC(=O)CSc2ccc3nnc(-c4ccc(F)cc4)n3n2)no1	-10%	-0.6%	/	/	-0.3%	18%	1	-7%	4%	3.0%
Fc1cc(F)cc(NC(=S)NCCCN2CCOCC2)c1	1%	-0.5%	-0.02	1461	3.8%	-6%	1	0%	2%	0.0%
Cc1c(C(=O)O)sc2ncnc(N3CCCCC3C)c12 (stereo not given)	18%	0.4%	-0.07	1289	/	0%	1.1	10%	-6%	1.4%
COc1cccc(CN2CCNC(=O)C2CC(=O)NCCCn2ccnc2)c1 (stereo not given)	/	-0.5%	1.4	1177	/	-19%	/	/	22%	0.4%
O=C(NC1CCCCC1)N(Cc1ccc(F)cc1)Cc1nc2ccccc2c(=O)[nH]1	8%	-0.2%	0.83	1183	-1.7%	-8%	1	0%	9%	0.9%
O=C(NCC1CCCO1)C1CCN(S(=O)(=O)Cc2ccccc2)CC1 (stereo not given)	1%	0.5%	0.02	1157	1.0%	7%	1.1	0%	-4%	1.6%
CCOC(=O)N/N=C/c1cn(CCCOc2ccc(C)cc2)c2ccccc12	0%	-0.4%	-1.1	546	-3.5%	2%	1.2	6%	-3%	0.0%
O=C(N/N=C/c1ccc(F)cc1)c1cccc(NC(=O)c2ccc(F)cc2)c1	/	1.1%	/	/	/	4%	/	/	3%	22%
O=C(c1cccc(C(=O)N2CCN(c3ccc(F)cc3)CC2)c1)N1CCN(c2ccc(F)cc2)CC1	-1%	-0.2%	/	/	6.6%	-4%	1	12%	13%	13%
COc1cccc(/C=N/NC(=O)CCCc2ccc(OC)c(C)c2)c1	19%	-0.6%	0	1519	-1.1%	-11%	0.9	8%	4%	6.8%
CCCCN(C)CCNC(=O)Cn1c(=O)sc2ccccc21	-5%	0.0%	-0.59	958	1.4%	1%	0.7	-5%	2%	-1.0%
O=C(Cc1cccs1)Nc1nnc(-c2ccc(F)cc2)s1	-5%	0.3%	0.12	1525	-0.2%	-4%	1.1	1%	5%	-3.1%
CCC1CCC(N2CCN(c3ccccc3F)CC2)CC1 (stereo not given)	/	-0.9%	/	/	/	4%	/	/	6%	-0.3%
O=C(CCCSc1nc2ccccc2[nH]1)NC1CCCCC1	-3%	-0.9%	-0.53	1292	-0.4%	2%	1	-6%	12%	2.4%

High-throughput results: PubChem BioAssay, several laboratories
